HCV core dimer: inhibitors of HCV core protein dimerization, primary screen, biochemical, TR-FRET, high-throughput; TR-FRET GST/Flag-core106 dimerization, 1536-well; inhibition, % at 5 µM; 300,000 tested, 0.33% active; AID 1899, 2009;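 active = inhibition above the mean of all tested compounds plus 3 SD, set per screening campaign, cut at about 45% in these data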
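Assay system: Tagged HCV core106 pair (GST and Flag) | Buffer or medium: KF-containing HEPES buffer, pH 7.45, DTT, CHAPS, BSA | Also added: Eu donor and XL665 acceptor anti-tag antibodies | Dosing: One concentration, 5 µM, in 0.5% DMSO | Timing: 4 h at 22.5 °C | Technique: TR-FRET 671 and 617 nm emission | Repeats: Singlicate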
TPT1 inh: Candida albicans TPT1 enzyme inhibitors, primary screen, biochemical, fluorescence polarization. recombinant caTPT1, FP RNA substrate dephosphorylation. 300,000 tested, 0.81% active. AID 1962, 2009. tRNA 2'-phosphotransferase TPT1 (Candida albicans SC5314). inhibition, % at 5 µM;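 active = inhibition above the mean of all tested compounds plus 3 SD, set per screening campaign, cut at about 24% in these data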;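 note: plate controls were DMSO alone for no effect and ferristatin control at 100 nM for full effect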
Efflux pump mplx: inhibitors of Candida efflux pumps in yeast, primary screen, S. cerevisiae, Nile Red, multiplex; S. cerevisiae Candida pump triplex; 330,000 tested, 0.44% active; inhibition, % at 10 µM;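 active = plate passing quality check with inhibition over a set limit, or well fluorescence over plate mean plus 4 SD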;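 note: Nile Red retained in pooled yeast measured as flow cytometry median fluorescence; 0% = buffer negative control and 100% = Enniatin B positive control; higher means more Nile Red kept so more efflux inhibition; some compounds called inactive have numbers as strong as hits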
proCasp3 act: activators of human procaspase-3 D3A mutant, primary screen, biochemical, absorbance, PC-3 D3A mutant, single concentration. recombinant procaspase-3 D3A, Ac-DEVD-pNA absorbance 405 nm. activation, % at 8.5 µM. Caspase-3 (Homo sapiens), P42574. 330,000 tested, 0.11% active;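 active = activation above the mean of all tested compounds plus 3 SD, cut at about 21% in these data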;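 note: 0% = DMSO alone and 100% = DMSO wells spiked with extra 5 µM PC-3 D3A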
Target sequence (P42574 whole entry D9A/D28A/D175A): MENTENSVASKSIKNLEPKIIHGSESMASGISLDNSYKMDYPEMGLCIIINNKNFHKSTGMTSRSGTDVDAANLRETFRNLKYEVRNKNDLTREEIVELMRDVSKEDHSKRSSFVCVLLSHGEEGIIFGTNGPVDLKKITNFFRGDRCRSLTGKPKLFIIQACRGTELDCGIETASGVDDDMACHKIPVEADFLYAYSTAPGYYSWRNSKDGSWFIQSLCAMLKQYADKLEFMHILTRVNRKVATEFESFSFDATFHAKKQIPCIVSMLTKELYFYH
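Assay system: Procaspase-3 D3A mutant, all three cleavage aspartates alanine. Buffer or medium: Zinc-free HEPES saline buffer with Triton X-100. Times: 1 h compound preincubation, 2 h substrate hydrolysis at 25 °C. Measured by: 405 nm absorbance of p-nitroaniline, reads at 0 and 120 min. Read-out basis: percent activation relative to control range. Replicates: singlicate.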
CTSL1 counter: Fasciola hepatica cathepsin L1 inhibitors, primary screen, counter-screen for PFM18AAP inhibitor project, biochemical, QFRET, fluorogenic peptide substrate; recombinant F. hepatica cathepsin L1, Z-Leu-Arg-MCA fluorescence; 300,000 tested, 0.49% active; inhibition, % at 5.96 µM;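 active = inhibition above the mean of all tested compounds plus 3 SD, set per screening campaign, cut at about 17% in these data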;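 note: 0% = plate median of test compound wells and 100% = 1 µM Z-Phe-Ala-diazomethylketone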
PP1 counter: PP1-alpha phosphatase inhibitors, primary screen, counter-screen for PP5 inhibitor project, biochemical, fluorescence, OMFP substrate, single point; purified PP1alpha; inhibition, % at 6.7 µM; 320,000 tested, 0.9% active; AID 2235, 2010;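 active = inhibition above the mean inhibition of all tested compounds plus 3 SD, computed separately for each screening campaign, cut at about 15% in these data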
PP5 inh: PP5 phosphatase inhibitors, primary screen, biochemical, fluorescence; purified PP5c, OMFP substrate fluorescence; inhibition, % at 6.7 µM; 320,000 tested, 0.18% active; AID 1987, 2009;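 active = inhibition above the campaign's mean inhibition across all tested compounds plus 3 SD, cut at about 9.5% in these data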;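 note: 0% = DMSO only and 100% = 100 µM cantharidin control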
GASC-1 inh: inhibitors of GASC-1 histone demethylase, primary screen, biochemical, fluorescence, DELFIA europium | GST-JMJD2C(1-420) H3K9me3 demethylation | inhibition, % at 2.35 µM | 330,000 tested, 0.069% active | AID 2099, 2009;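 active = more than half of a compound's replicate wells show inhibition beyond 50%, single wells judged on their own value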;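 note: signal counts dimethyl H3K9 product captured on neutravidin plate; 0% = median of DMSO wells and 100% = 0.3 times that DMSO median; strong numbers were not always called active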
Target sequence (Q9H3R0 1-420 limits assumed): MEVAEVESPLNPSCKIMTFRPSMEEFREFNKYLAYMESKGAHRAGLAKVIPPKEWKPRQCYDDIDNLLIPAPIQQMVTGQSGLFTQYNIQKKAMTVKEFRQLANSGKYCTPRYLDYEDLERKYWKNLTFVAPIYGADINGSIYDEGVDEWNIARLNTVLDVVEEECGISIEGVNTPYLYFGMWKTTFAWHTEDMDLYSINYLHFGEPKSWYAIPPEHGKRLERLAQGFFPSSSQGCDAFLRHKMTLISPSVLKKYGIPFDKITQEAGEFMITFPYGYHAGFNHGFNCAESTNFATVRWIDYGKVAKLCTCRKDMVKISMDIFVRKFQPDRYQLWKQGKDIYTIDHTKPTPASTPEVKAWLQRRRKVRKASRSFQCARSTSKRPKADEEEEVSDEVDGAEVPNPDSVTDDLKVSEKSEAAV
procasp7 counter: procaspase-7 activators, primary screen, counter-screen for procaspase-3 activator project, biochemical, absorbance, HTS, human. 330,000 tested, 0.093% active. Caspase-7 (Homo sapiens), P55210. activation, % at 8.5 µM. recombinant procaspase-7, Ac-DEVD-pNA absorbance 405 nm; D23A/D198A/D206A triple mutant, cannot self-cleave; scale: DMSO 0, 5 µM enzyme 100;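 active = percent activation above the screen-wide mean plus 3 SD, cut at about 25% in these data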
Target sequence (P55210 whole entry D23A/D198A/D206A): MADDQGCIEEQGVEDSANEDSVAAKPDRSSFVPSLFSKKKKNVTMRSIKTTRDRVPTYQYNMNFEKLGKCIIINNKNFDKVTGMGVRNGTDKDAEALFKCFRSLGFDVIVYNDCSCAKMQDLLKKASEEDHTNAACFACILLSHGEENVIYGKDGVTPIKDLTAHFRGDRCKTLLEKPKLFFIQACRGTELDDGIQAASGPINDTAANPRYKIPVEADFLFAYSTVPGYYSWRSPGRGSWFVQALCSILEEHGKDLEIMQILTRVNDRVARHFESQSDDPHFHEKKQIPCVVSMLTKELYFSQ
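Replicates: singlicate. Assay system: Procaspase-7 triple mutant (PC-7 D3A). Signal: 405 nm absorbance of p-nitroaniline. Times: 1 h preincubation, 2 h reaction. Buffer or medium: Zinc-free HEPES pH 7.4 with 300 mM NaCl, 0.01% Triton X-100. Also added: DEVD-pNA substrate. Benchmarks: DMSO wells as 0%, DMSO with 5 µM added PC-7 as 100%.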
* marks the source's active call; other numbers are inactive results; / = not tested or not shown. Compounds were not picked by outcome. Share with any hit: about 2.9%.

structure	HCV core dimer	TPT1 inh	Efflux pump mplx	proCasp3 act	CTSL1 counter	PP1 counter	PP5 inh	GASC-1 inh	procasp7 counter
COc1cc(/C=N/Nc2snc(SC)c2C#N)cc(OC)c1OC	-1	1	0.0	2	1	-3	1.4	-2	10
O=C(COC(=O)c1ccccc1)Nc1cc(S(=O)(=O)N2CCCCCC2)ccc1Cl	/	/	-0.1	3	/	0	0.6	-3	4
O=C(N/C(=C\c1cccc([N+](=O)[O-])c1)C(=O)N1CCOCC1)c1cccc(Br)c1	-6	-2	-0.2	-6	2	-1	-0.8	18	0
C/C(=N/NS(=O)(=O)c1ccc(C)c(C)c1)c1ccncc1	0	4	0.1	-10	2	3	1.1	9	-11
COc1cc(C2C(C#N)=C(N)Oc3c2ccc2ccccc32)ccc1OCC(=O)Nc1ccc(C)cc1 (stereo unspecified)	33	1	-0.1	12	1	7	4.6	0	-7
COc1cc(-c2nc3n(n2)C(c2ccc(F)cc2)C2=C(CCCC2=O)N3)cc(OC)c1OC (stereo unspecified)	2	0	0.1	0	2	-3	1.0	1	-5
CCOC(=O)C(C)Oc1cccc2c(=O)n(CC(=O)Nc3cccc(OC)c3)ccc12 (stereo unspecified)	4	-2	0.0	1	1	-2	0.8	-2	11
O=C(NC(=S)N1CCN(c2ccccn2)CC1)c1ccccc1	10	-2	-0.2	-10	0	-2	-0.6	1	-11
Cc1c(NC(=O)C2(c3ccccc3)CCCC2)c(=O)n(-c2ccccc2)n1C	-6	2	0.0	-4	1	0	2.8	0	-3
CCOc1ccc(NC(=O)CN(C)C(=O)c2ccccc2Cc2ccccc2)cc1OCC	/	/	0.0	-3	/	5	4.4	7	2
CC(C)C(C(=O)Nc1ncn[nH]1)N1C(=O)c2ccccc2C1=O (stereo unspecified)	2	-3	-0.1	3	-3	-6	2.0	-1	-6
C/C(=N/NC(=O)c1nnn(-c2nonc2N)c1COc1ccccc1)c1ccccc1Cl	18	2	0.1	6	2	15	3.6	-2	4
CC1CC(C)(C)CC2(C1)NC(=O)N(CC(=O)NCc1ccccc1F)C2=O (stereo unspecified)	1	-2	0.1	4	-2	-6	-1.3	6	5
COc1cccc(C(=O)N2CCN(Cc3cc(Br)ccc3OC)CC2)c1	2	0	0.0	0	-7	4	0.5	/	-8
Cc1cc(S(=O)(=O)Nc2ccc(N(C)C)cc2)c(C)s1	-4	-3	0.2	-7	4	1	3.0	-3	-4
Cc1oc2cc3oc(=O)cc(C)c3cc2c1C	10	-1	-0.3	-1	-3	-6	1.8	14	2
CCN(CC)CCNC(=O)c1c(O)c2c([nH]c1=O)CCCC2	-5	1	-0.1	6	-1	-1	1.8	-2	8
CC(COc1ccccc1Cc1ccccc1)N1CCCCC1 (stereo unspecified)	10	0	0.0	10	-1	7	1.3	0	-11
COc1ccc(-n2c(O)cnc2Nc2nc(C)cc(C)n2)cc1OC	1	3	-0.1	4	-2	1	0.5	40	1
CC(C)CN(C(=O)Cn1c(Cl)nc2c1c(=O)n(C)c(=O)n2C)C1CCS(=O)(=O)C1 (stereo unspecified)	-2	0	-0.1	-2	0	-5	-2.1	-1	10
Cc1ccc(NC2CCCN(C(=O)CCc3scnc3C)C2)cc1C (stereo unspecified)	-10	-4	-0.1	9	-2	-5	-0.5	33	2
O=C(c1cccs1)N(Cc1ccccn1)Cc1ccco1	-2	1	0.4	-3	0	3	1.8	24	-2
O=C(NNS(=O)(=O)c1ccccc1[N+](=O)[O-])c1ccc(O)cc1	-6	0	0.0	4	1	-2	1.3	-14	5
OCCNc1nc(-c2ccccc2)c2cc(Cl)ccc2n1	-1	1	0.0	-3	-1	-2	-0.7	3	-1
O=C(CCNC(=O)c1ccc([N+](=O)[O-])cc1)NNC(=O)c1ccncc1	4	-1	-0.1	-6	0	0	-0.4	-14	-2

2 of these compounds, set out differently:
Below each compound – HCV core dimer	TPT1 inh	Efflux pump mplx	proCasp3 act	CTSL1 counter	PP1 counter	PP5 inh	GASC-1 inh	procasp7 counter
Cc1c(NC(=O)C2(c3ccccc3)CCCC2)c(=O)n(-c2ccccc2)n1C
  -6	2	0.0	-4	1	0	2.8	0	-3
CCOc1ccc(NC(=O)CN(C)C(=O)c2ccccc2Cc2ccccc2)cc1OCC
  /	/	0.0	-3	/	5	4.4	7	2

(more compounds)
structure	HCV core dimer	TPT1 inh	Efflux pump mplx	proCasp3 act	CTSL1 counter	PP1 counter	PP5 inh	GASC-1 inh	procasp7 counter
CCOC(=O)[C@@H](C)NS(=O)(=O)N(Cc1ccccc1)[C@H](C(=O)OC)C(C)C	/	/	0.1	-1	/	1	1.9	/	17
COc1ccc(C(=O)N2CCN(c3cccc(Cl)c3)CC2)cc1S(=O)(=O)NC1CC1	/	/	0.2	3	/	-3	-0.9	/	6
CCOC(=O)C1=C(c2ccccc2)NC(=O)NC1c1cc(OC)c(O)c([N+](=O)[O-])c1 (stereo unspecified)	-2	-3	-0.2	-1	2	0	1.0	1	12
COc1cccc(COC(=O)c2c(C)nn(-c3ccccc3)c2Cl)c1OC	-10	4	0.0	5	-2	2	3.5	-2	-7
CCN(CC)CCNC(=O)c1c(C)n(-c2ccccc2)c2cc(Br)c(OC)cc12	-12	4	0.2	10	-4	2	-2.5	-5	-8
Nn1c(SCc2cc([N+](=O)[O-])cc3c2OCOC3)nnc1-c1cccnc1	10	5	0.3	-2	1	-2	2.9	-1	3
Cc1ccc(S(=O)(=O)N2CCN(C(=O)c3ccc(Br)o3)CC2)c(C)c1	6	-5	-0.2	4	-1	-3	-0.4	14	1
COC(=O)c1ccc(-n2nnnc2SCC(=O)Nc2ccccc2OC)cc1	1	0	-0.1	6	0	-1	0.1	0	5
O=C(NCC(=O)N1CCN(c2ccccc2)CC1)c1cccs1	3	2	0.2	3	0	2	2.3	3	5
Cc1ccc(C(C2C(=O)CC(C)(C)CC2=O)C2C(=O)CC(C)(C)CC2=O)s1	-6	-6	0.0	-9	4	-3	-0.6	7	-2
Cc1n[nH]c(C)c1S(=O)(=O)N1CCC(C(=O)O)CC1	2	-1	-0.1	-3	-3	3	-0.7	-3	10
CC(C)[C@H](NC(=O)NCc1ccc(F)cc1)C(=O)O	-1	0	0.0	1	7	-3	-3.4	7	3
CC1CCCN(C(=O)c2sc3cc([N+](=O)[O-])ccc3c2Cl)C1 (stereo unspecified)	11	-3	0.1	0	-4	-1	2.3	0	14
CC(=O)c1ccccc1C(=O)NCc1cccnc1	-14	-5	-0.2	6	1	-10	-1.3	3	0
O=C(Nc1cccc(O)c1)c1ccc(Br)c(S(=O)(=O)N2CCCCC2)c1	3	1	-0.2	9	-3	-1	5.0	10	-7
Cc1ccc2nc(C)c(C(=O)N/N=C/c3cccs3)n2c1	-5	1	-0.1	5	4	0	1.0	-39	-14
O=C(c1noc2c1CCc1ccccc1-2)N1CCCc2ccccc21	3	3	0.0	0	0	1	5.9	-65	-1
COc1ccc(C2NC(=O)NC(c3ccccc3)=C2c2nc3ccccc3s2)cc1 (stereo unspecified)	10	-1	-0.1	-2	6	2	2.5	2	7
Clc1ccc(-c2nc3ccccc3n2OCc2ccccc2)cc1	1	0	0.0	4	1	-1	2.4	6	2
CCOc1ccccc1C(=O)N(CN1CCCC1=O)c1ccc(C)c(Cl)c1	1	3	0.1	5	0	1	4.1	72	-2
COc1ccc(C(=O)N/C(=C/c2cccs2)C(=O)NC(C)(C)C)cc1OC	2	-3	-0.1	4	-2	-2	0.2	-3	10
CCCn1c(SCC(=O)Nc2c(C)cccc2C)nnc1C(C)C	1	2	-0.1	10	2	-1	-3.4	-11	-8
CC(NC(=O)c1cnc2n(c1=O)CCS2)c1ccccc1 (stereo unspecified)	-2	-3	0.0	3	-2	-1	-1.5	6	-5
CC1Cc2ccccc2N1CC(=O)Nc1ccc2c(c1)OCO2 (stereo unspecified)	7	-6	12*	-2	-2	4	0.0	-21	-13
O=C(NNC1CC(=O)N(c2ccc(Cl)cc2)C1=O)c1ccccn1 (stereo unspecified)	3	1	-0.1	-2	-2	-1	2.5	1	2

Further records follow:
structure	HCV core dimer	TPT1 inh	Efflux pump mplx	proCasp3 act	CTSL1 counter	PP1 counter	PP5 inh	GASC-1 inh	procasp7 counter
CC(=O)NC(NC(=S)N1CCCCCC1)C(Cl)(Cl)Cl (stereo unspecified)	-9	-7	-0.1	3	5	-7	4.1	7	0
CCOC(=O)C(CC)(CC)/C(C)=N/NC(=O)CC#N	-2	4	0.0	-1	-4	-9	0.2	1	1
COc1ccc(S(=O)NC2CCCCC2)c(OC)c1C (stereo unspecified)	0	3	-0.2	8	-1	-3	-0.1	5	4
CCOc1ccc(C(=O)COC(C)=O)cc1	11	0	0.1	-7	-3	2	-0.1	-3	8
Cc1ccc(CN(CC2CCCO2)C(=O)CN2C(=O)C(C(C)C)Oc3ccccc32)o1 (stereo unspecified)	2	1	0.2	-4	1	6	1.5	-2	-4
Cc1cc(C)c2oc(C(=O)Nc3ccc(S(=O)(=O)Nc4nccc(C)n4)cc3)cc(=O)c2c1	-3	-2	0.5	1	0	1	0.1	8	16
CCCCNC(=O)Nc1ccon1	0	-1	-0.1	3	-4	0	1.9	2	6
Cc1ccc(SCC(=O)NNC(=O)c2cncc(Br)c2)cc1	/	/	-0.3	6	/	/	/	3	-2
Cc1onc(-c2ccccc2Cl)c1C(=O)Nc1ccc(S(=O)(=O)N2CCCC2)cc1	5	2	0.3	6	2	3	2.3	-22	1
C[C@@H]1CCCCCCCCCCC1=O	6	-1	0.1	10	-1	3	2.3	-9	9
Cc1ccccc1C(=O)N1CCc2cc(-c3csc(NC(=O)CN4CCCC4)n3)ccc21	8	-3	0.0	4	2	-1	2.4	5	-6
CCOCCCNC(=O)c1ccc(N2CCCC2)c(NS(=O)(=O)c2ccc(C)cc2)c1	0	1	-0.1	8	-1	4	0.1	-6	4
CC1Nc2nc(NC(=O)C(C)(C)C)[nH]c(=O)c2N(C)C1C (stereo unspecified)	-8	2	1.2	-2	-2	-6	0.5	-6	0
CN(/N=C/c1cc(Cl)ccc1O)C1=NS(=O)(=O)c2ccccc21	4	3	0.1	1	5	1	-0.5	4	-2

Bioassay records from PubChem BioAssay.
